CCT modulator: cytosolic chaperonin activity modulation; hit rate 0.3% among 360,000; activity change, % (concentration not given with the values), hits read low; purified chaperonin ATPase assay, HTRF ADP detection, 30 min; in the data active means activity change below about -30%; further: on the % scale 0 is the no-effect control and ±100 the full control effect
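TRiC (40 or 20 nM final, by batch activity) in 30 mM Tris pH 7.4, 100 mM KCl, 5 mM MgCl2, 1 mM DTT was treated with compound at 76 uM single dose, then 10 uM ATP, 30 min at 37 °C. ADP was read by HTRF Transcreener.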
EPAC2 antag: EPAC2 (human) antagonism. Potency, µM (top dose mostly 114 µM), without a hit: at the highest dose activity, negative = inhibition, actives largely listed as inhibitors. EPAC2 GEF exchange of Rap1B-BODIPY-GDP, fluorescence. AID 720708. hit rate 0.18% among 360,000. Q8WZA2; further: potency means the concentration at half of the fitted maximal effect; on the % scale 0 is the no-effect control and ±100 the full control effect; nearly all actives have a fitted effect of over 45% in size; many of its hits are not listed in these tables
WRN inhibitor: blocks human WRN helicase; AID 651768; Potency, µM (top dose mostly 114 µM), for inactives: at the top dose activity change, negative = inhibition, actives largely listed as inhibitors; hit rate 0.46% among 360,000; WRN helicase unwinding, fluorescent forked duplex, kinetic; further: potency means the concentration at half of the fitted maximal effect; on the % scale 0 is the no-effect control and ±100 the full control effect; nearly all actives have a fitted effect of over 55% in size
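Primary qHTS, 1536-well format. 20 nM WRN + compound, 15 min RT; start with 100 nM forked fluorophore/quencher duplex, 2 mM ATP (final); kinetic read ex 525/em 598 nm.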
PLK1 PBD block: PLK1 (human) polo-box domain binding inhibition. hit rate 2.8% among 360,000. Plk1 PBD binding of FITC phosphopeptide, fluorescence polarization. P53350. Potency, µM, inactives show max response, negative = inhibition, actives largely listed as inhibitors. AID 720504; further: potency means the concentration at half of the fitted maximal effect; series mostly up to about 57 µM; on the % scale 0 is the no-effect control and ±100 the full control effect; nearly all actives have a fitted effect of over 65% in size
Target sequence (P53350 whole entry, looked up, the tested form may be a part): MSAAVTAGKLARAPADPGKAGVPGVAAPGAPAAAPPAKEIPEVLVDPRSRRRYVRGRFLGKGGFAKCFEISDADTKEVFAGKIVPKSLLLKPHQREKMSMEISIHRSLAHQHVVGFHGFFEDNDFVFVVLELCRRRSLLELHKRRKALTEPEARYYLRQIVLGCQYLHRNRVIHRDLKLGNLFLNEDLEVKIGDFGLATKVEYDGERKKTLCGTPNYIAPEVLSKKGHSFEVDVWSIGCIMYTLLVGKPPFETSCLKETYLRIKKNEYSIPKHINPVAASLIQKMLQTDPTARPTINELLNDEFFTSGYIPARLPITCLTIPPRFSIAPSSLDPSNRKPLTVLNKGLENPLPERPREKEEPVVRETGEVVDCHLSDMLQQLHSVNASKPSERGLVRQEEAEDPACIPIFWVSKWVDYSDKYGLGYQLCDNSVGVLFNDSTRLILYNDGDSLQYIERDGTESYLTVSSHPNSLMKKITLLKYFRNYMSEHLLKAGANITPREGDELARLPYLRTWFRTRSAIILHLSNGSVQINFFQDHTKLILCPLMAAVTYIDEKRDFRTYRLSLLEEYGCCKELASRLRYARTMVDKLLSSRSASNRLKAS
PI5P4K alpha inh: inhibitors of human PI5P4K alpha. P48426. PI5P4Kalpha enzyme, ADP-Glo luminescence, 60 min; hits give low values. max response, %. hit rate 1.2% among 330,000; active means max response of -50% or lower; inconclusive means between -30% and -50%; inactive means -30% or higher; further: value at the top dose of about 77 µM; on the % scale 0 is the no-effect control and ±100 the full control effect
Target sequence (P48426 whole entry, looked up): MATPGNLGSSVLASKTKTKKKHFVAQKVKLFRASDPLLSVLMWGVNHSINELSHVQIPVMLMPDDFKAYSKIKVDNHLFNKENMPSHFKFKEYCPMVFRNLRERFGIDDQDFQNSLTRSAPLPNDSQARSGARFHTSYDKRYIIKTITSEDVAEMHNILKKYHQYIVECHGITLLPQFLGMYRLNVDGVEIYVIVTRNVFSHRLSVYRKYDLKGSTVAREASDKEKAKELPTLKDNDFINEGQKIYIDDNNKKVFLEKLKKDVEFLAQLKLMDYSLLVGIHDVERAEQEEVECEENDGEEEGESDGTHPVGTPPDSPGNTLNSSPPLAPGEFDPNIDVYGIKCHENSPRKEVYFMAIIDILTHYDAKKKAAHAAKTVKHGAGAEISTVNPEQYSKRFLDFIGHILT
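Controls without substrate or without enzyme flank wells where PI5P4Kalpha converts substrate using 5 microM ATP (final). Incubation lasts 60 minutes at room temperature; ADP formed is read by ADP-Glo luminescence.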
MmCpn inh: blocks the Methanococcus maripaludis chaperonin Mm-Cpn | purified Mm-Cpn ATPase, ADP Transcreener TR-FRET | Potency, µM (doses to about 76.9 µM), inactives show at the highest dose activity, negative = inhibition, most hits filed as inhibitors | hit rate 0.031% among 330,000 | AID 504842; further: potency means the concentration at half of the fitted maximal effect; on the % scale 0 is the no-effect control and ±100 the full control effect; nearly all actives have a fitted effect of over 80% in size
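Eu-cryptate anti-ADP/ADP-d2 competition gives a ratio inversely related to ADP. Enzyme at 25 nM was pre-exposed to compound for 10 min, then given 10 uM ATP for 30 min, 37°C throughout.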
EPAC1 antag: blocks human EPAC1 exchange factor | AID 720709 | EPAC1 GEF assay, Rap1b-BODIPY-GDP exchange fluorescence | hit rate 0.14% among 360,000 | Potency, µM (series often up to 115 µM), for the others: at the highest dose activity change, negative = inhibition, usual class: inhibitors | O95398;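 further: potency means the concentration at half of the fitted maximal effect; plate controls were vehicle for no effect and positive control for full effect; nearly all actives have a fitted effect of over 50% in size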
EPAC1 agonist: EPAC1 (human) agonism | O95398 | hit rate 0.073% among 360,000 | Potency, µM (series often up to 154 µM), for inactives: at the highest dose activation, usual class: activators | EPAC1 agonist qHTS, biochemical assay; response scale: 100% = response to 6.5 mM cAMP | AID 720707; further: potency means the concentration at half of the fitted maximal effect; nearly all actives have a fitted effect of over 60% in size
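Compounds were pinned as a concentration titration into mixtures of EPAC1 (100 nM), BODIPY-GDP-loaded Rap1B (250 nM) and GDP (50 uM). After 5 min at room temperature, fluorescence was followed for 30 min; activity was scaled to 6.5 mM cAMP.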
Starred values were filed as active, the others as inactive; ? = inconclusive; / = not tested or not shown; [ ] = remark or other dose. Unless noted, the call rests on the fitted dose curve; in most records, active means well fitted curve in the direction sought with a large enough effect; inconclusive means small, poorly fitted or top-dose-only effect, or another doubt; inactive means no such curve, though single readings can be large; an effect the other way counts as inactive or inconclusive. Not all compounds are listed; rates above refer to the full screens.

cpd	Structure	CCT modulator	EPAC2 antag	WRN inhibitor	PLK1 PBD block	PI5P4K alpha inh	MmCpn inh	EPAC1 antag	EPAC1 agonist
1	Cc1ccc(C)c(S(=O)(=O)N2CCN(c3nc(-c4cccnc4)nc4ccccc34)CC2)c1	-1.1	2%	-7%	5%	-3	-7%	10%	0%
2	CC(=O)N1C(=O)C(=C2C=C(C)OC(C)=C2)c2ccccc21	1.2	-1%	-6%	64%[activator]	/	-11%	36%[activator]	8%
3	Cc1noc(NS(=O)(=O)c2ccc(NC(=O)CSc3ncccn3)cc2)c1C	-0.6	2%	3%	-11%	-7	-1%	-26%	-13%
4	CCOc1ccc(N(C)S(=O)(=O)c2ccc3[nH]cc(C(=O)NCCOC)c(=O)c3c2)cc1	-3.6	-2%	-3%	-9%	-8	0%	4%	-1%
5	CCc1cc(-c2n[nH]c(C)c2-c2nc(C)cs2)c(O)cc1OC	-2.9	?	-8%	-1%	5	-1%	-20%	-6%
6	OC(COc1ccc(Cl)cc1)CN1CCN(c2ccccn2)CC1 (configuration not stated)	-3.1	10%	-15%	3%	-3	/	-7%	0%
7	O=C(Cc1cccc(NC(=O)C2CCN(C(=O)C3CC3)CC2)c1)Nc1cccc(C(=O)N2CCOCC2)c1	0.3	5%	7%	1%	-8	/	5%	-15%
8	O=C(NCC1CCCO1)C(C(=O)c1ccccc1)n1ccccc1=O (configuration not stated)	-0.3	2%	6%	-4%	0	-1%	-5%	0%
9	C=CCn1c(CCC(O)COCCCCC)n[nH]c1=S (configuration not stated)	-0.5	4%	-30%	-11%	-5	1%	-15%	0%
10	Cc1ccc2c(c1C)-c1c(ccc(C)c1C)C(=O)C2=O	0.7	?	-26%	19µM*	7	/	-9%	23%
11	CCCC(=O)N1CCC(Cc2ccccc2)CC1	-0.4	-20%	-9%	-13%	4	1%	-11%	-10%
12	CCCCC/C(=N\NC(=O)Nc1ccccc1)c1ccccc1	-4.8	-8%	-23%	-11%	2	1%	-5%	0%
13	Cc1onc(-c2c(F)cccc2Cl)c1C(=O)N1CCCc2ccccc21	-2.1	8%	-1%	-2%	3	-4%	12%	1%
14	O=C(NCc1cn2ccccc2n1)C1CCC(=O)N(Cc2ccccc2F)C1 (configuration not stated)	-3.7	4%	-4%	-7%	0	0%	-15%	5%
15	CCOC(=O)CSc1n[nH]c(NS(=O)(=O)c2ccccc2C(F)(F)F)n1	0.5	-16%	-10%	-8%	1	0%	-11%	-8%
16	COc1ccc(NC(=O)c2sc(=O)n(Cc3ccc(S(=O)(=O)N(C)C)cc3)c2C)cc1	-1.4	11%	3%[57.1 µM]	0%	-4	/	-1%	6%
17	COc1ccc(N2CCN(C(c3cccs3)C(C)NC(=O)c3ccc4c(c3)OCO4)CC2)cc1 (configuration not stated)	-1.1	1%	4%	-3%	-8	1%	-7%	6%
18	CC1CCc2c(cnc3ncnn23)C1 (configuration not stated)	-0.6	5%	1%	-5%	0	1%	-20%	-13%
19	CN1C(=O)NC(NC(=O)C2CCCCC2)(C(F)(F)F)C1=O (configuration not stated)	-2.9	11%	-18%	-13%	2	0%	-14%	0%
20	O=C(Nc1ccccc1)c1ccc(-c2ccccc2C(F)(F)F)o1	-0.8	-6%	-7%	-4%	-6	-1%	-15%	-2%

Down the list, as entered above.
PLK1 PBD block for nos. 2–13 → 64%[activator], -11%, -9%, -1%, 3%, 1%, -4%, -11%, 19µM*, -13%, -11%, -2%
EPAC2 antag for nos. 2–13 → -1%, 2%, -2%, ?, 10%, 5%, 2%, 4%, ?, -20%, -8%, 8%
PI5P4K alpha inh for nos. 2–13 → /, -7, -8, 5, -3, -8, 0, -5, 7, 4, 2, 3

Continued.
cpd	Structure	CCT modulator	EPAC2 antag	WRN inhibitor	PLK1 PBD block	PI5P4K alpha inh	MmCpn inh	EPAC1 antag	EPAC1 agonist
21	CCCCn1nnnc1-c1nc2ccccc2[nH]c1=O	0.3	9%	-10%	-8%	-6	/	-5%	-21%
22	CC(C)NC(=O)c1cccc(NC(=O)CC2SC(N3CCCCC3)=NC2=O)c1 (configuration not stated)	1.6	3%	-7%	-3%	-6	0%	9%	4%
23	CC1(C(=O)NS(=O)(=O)c2ccccc2Cl)CCN1C(=O)CC1CCCCC1 (configuration not stated)	-0.9	2%	7%[57.1 µM]	-8%	-11	/	1%	12%
24	CCCc1nnc(NC(=O)c2oc3ccccc3c2COCC)s1	-1.6	-2%	-3%	-3%	0	-2%	-9%	-5%
25	O=C(c1cc2cc(Br)ccc2[nH]1)N1CCc2ccccc21	-38*	5%	7%	-5%	-23	-4%	9%	5%
26	COCn1c(-c2ccc(OC)cc2)nc2ccccc21	-4.1	7%	9%	?	2	1%	-5%	-1%
27	O=C(NCC1CCCO1)C(=O)N/N=C/c1ccc(OCc2ccccc2Cl)cc1 (configuration not stated)	1.3	-7%	-3%	?	2	/	-5%	-5%
28	Cc1ccccc1NC(=O)CC(=O)c1ccccc1	-1.7	5%	-1%	-4%	4	0%	-7%	-2%
29	CCC1NC(=O)c2cc3ccccc3cc2-n2c1nc1ccc(OC)cc1c2=O (configuration not stated)	0.0	5%	-1%	1%	-2	/	-9%	-5%
30	COc1ccccc1-c1noc2c1C(=O)N(C(=O)OC(C)(C)C)CC2	-0.1	9%	1%	2%	-2	/	14%	-1%
31	O=C(Cc1ccccc1)N/N=C/c1cc(Br)c(Br)o1	-0.5	-5%	-23%	-11%	/	-2%	-1%	5%
32	CCOC(=O)c1ccc(NC2OC(=O)c3ccccc32)cc1 (configuration not stated)	1.2	24%	-3%	-26%	-4	-1%	13%	1%
33	CC(C)(C)c1ccc(N2C(=O)CSC2c2cccnc2)cc1 (configuration not stated)	-1.1	-6%	5%	-12%	0	1%	-6%	7%
34	CCOC(=O)C1CCN(S(=O)(=O)c2ccc(CNC(=O)c3ccccc3)s2)CC1	-0.7	-2%	1%	-13%	2	1%	?	3%
35	Cc1ccc(-n2nnnc2SCC(=O)Nc2ccccc2N2CCCCC2)cc1C	-1.7	-3%	-13%	-14%	16	4%	-8%	5%
36	CCOC(=O)C1CCN(C(=O)Cn2cc(C(=O)OC)c3ccccc32)CC1	-1.0	-3%	4%	?	-20	0%	2%	5%
37	CCOc1ccc(NC(=O)N2CCc3ccccc3C2)cc1	-4.2	9%	6%	1%	0	?	12%	-1%
38	Cc1ccnc(NC(=O)c2ccc(Cl)c(NC(=O)c3ccccc3C)c2)c1	0.3	0%	3%	1%	-7	-4%	-5%	-8%
39	CN(C(=O)C1CCN(S(=O)(=O)c2cccs2)CC1)c1ccccc1	1.0	-5%	4%[57.1 µM]	-4%	2	1%	-19%	6%
40	O=C(Nc1n[nH]c(C2CCCCC2)n1)C1CCCCC1	0.3	2%	-3%[57.1 µM]	0%	/	-7%	3%	5%
41	O=C(NCCCCNC(=O)c1ccc(F)cc1)c1ccc(F)cc1	1.0	-3%	13%	1%	0	-2%	-13%	-1%
42	Cc1ccc(C)c(NC(=O)CSc2nccn2Cc2ccco2)c1	-1.3	-4%	6%	0%	2	0%	-30%	-11%
43	COCc1[nH][nH]c(=O)c1C=Nc1ccc(C(F)(F)F)cc1	-0.5	-1%	0%	-11%	3	-3%	-10%	3%
44	O=C1NC(c2ccccn2)Nc2sc3c(c21)CCC3 (configuration not stated)	0.5	1%	-12%	-25%	-11	-1%	-2%	1%
45	O=C(NC(=O)N1CCCCCC1)c1ccccc1	-1.8	-2%	0%	-13%	-1	-1%	5%	3%
46	Cc1ccc(NC(=O)/C(=C/c2ccco2)c2ccccc2)c(C)c1	-1.5	-3%	-11%	-1%	-3	0%	-12%	6%
47	CCOC(=O)CC(=O)CSc1nc(-c2cccnc2)cc(C)c1C#N	-3.0	0%	-18%	0%	-2	-1%	-15%	14%
48	Cc1cc(=O)[nH]c(NN=Cc2cc(Br)ccc2O)n1	0.5	4%	-18%	-7%	8	/	5%	1%
49	Cc1nnc(SCCn2c(N3CCCC(C)C3)nc3c2c(=O)n(C)c(=O)n3C)s1 (configuration not stated)	-2.6	1%	10%	-1%	-1	-1%	1%	-4%
50	O=C(N/N=C/c1cccs1)c1ccc(-n2cccc2)cc1	1.1	7%	-5%	-7%	-20	0%	11%	-1%
51	O=C(NCC1CCCO1)C(=O)N/N=C/c1ccc(O)c(Cl)c1 (configuration not stated)	-1.0	-1%	-8%	-10%	2	0%	-2%	10%
52	CC(C)(C)C1CCc2c(sc(NC(=O)c3ccco3)c2C(N)=O)C1 (configuration not stated)	-1.1	-1%	-4%	-5%	-3	0%	2%	4%
53	CC(CC(=O)Nc1ccc2c(c1)OCCO2)c1ccccc1 (configuration not stated)	-1.3	-1%	1%	-6%	-1	2%	1%	8%
54	Cc1[nH]c(=O)[nH]c(=O)c1NC(=O)c1sc2nc3c(C)cccc3cc2c1N	0.9	7%	-12%	-16%	-22	-24%	-21%	-23%
55	O=C(Nc1ccc(N2CCOCC2)cc1)c1cccc(S(=O)(=O)N2CCOCC2)c1	-1.6	-2%	-4%	-5%	0	-1%	-5%	12%
56	CCOC(=O)N1CCN(CC(O)COc2ccccc2[N+](=O)[O-])CC1 (configuration not stated)	-3.0	1%	-4%	3%	-6	0%	9%	12%
57	COc1ccc(-c2noc(C3CCCN(C(=O)c4c(F)cccc4F)C3)n2)cc1OC (configuration not stated)	-0.3	4%	-5%	-9%	-4	0%	-3%	-3%
58	O=C(NCCN1CCOCC1)c1cc(Br)ccc1Cl	3.1	19%	20%	-24%	-4	-2%	-2%	6%
59	Cc1nc2ccc(C(=O)N/N=C/c3cc([N+](=O)[O-])ccc3O)cc2[nH]1	-2.8	-13%	-14%	-18%	-26	0%	-3%	0%
60	Cc1ccc(-c2nc(-c3ccccn3)no2)cc1	-0.1	-3%	-1%	-1%	?	2%	2%	4%
61	CN1C(=O)CS(=O)c2ccc(C(=O)NCCC3=CCCCC3)cc21 (configuration not stated)	0.8	8%	-1%	-10%	3	-3%	1%	14%
62	CN(c1ccc(C(=O)NCc2ccncc2)cc1)S(=O)(=O)c1ccc(Cl)cc1	0.5	3%	-2%	-1%	-5	?	-2%	1%

Profiles from above.
Results for O=C(N/N=C/c1cccs1)c1ccc(-n2cccc2)cc1 = CCT modulator = 1.1; EPAC2 antag = 7%; WRN inhibitor = -5%; PLK1 PBD block = -7%; PI5P4K alpha inh = -20; MmCpn inh = 0%; EPAC1 antag = 11%; EPAC1 agonist = -1%
Results for COc1ccc(-c2noc(C3CCCN(C(=O)c4c(F)cccc4F)C3)n2)cc1OC (configuration not stated) = CCT modulator = -0.3; EPAC2 antag = 4%; WRN inhibitor = -5%; PLK1 PBD block = -9%; PI5P4K alpha inh = -4; MmCpn inh = 0%; EPAC1 antag = -3%; EPAC1 agonist = -3%
